mouse EphA4 binding: EphA4 ligand-binding antagonists – biochemical, colorimetric, mouse EphA4, primary screen (AID 689) | EphA4-AP binding to KYL peptide, pNPP A405; higher % means a stronger effect | inhibition, % at 10 µM; hits with a dose series show IC50 in µM | actives 0.1% (n = 62,000); in the data active means a potency from the dose series; inactive means the rest, 99 in 100 with inhibition below about 22%
* hit, by the source's call; & = joins results of further samples. These rows are one share of the data; rates above refer to the full screens.

SMILES	mouse EphA4 binding
CCCC(=O)Nc1ccc(C(=O)NNC(=S)NC(=O)c2cccs2)cc1	-12%
Brc1c(CSc2nncn2-c2ccccc2)nc2sccn12	1%
Cc1c(C(=O)Nc2ccncc2)oc2ccccc12	2%
O=S(=O)(N/N=C\c1cn(-c2ccccc2)nc1-c1ccccc1)c1ccccc1	3%
COc1ccc(Cn2nnnc2C(c2cccs2)N2CCSCC2)cc1 (stereo not given)	-10%
COc1ccc(-c2[nH]ncc2/C=C(\C#N)C(=O)NC2CC2)cc1	0%
O=C(NCC1CCCO1)c1cccc(F)c1 (stereo not given)	-10%
Cc1ccc(S(=O)(=O)N2CCN(S(=O)(=O)c3ccccc3)C2)cc1	-1%
C=CCn1c(SCC(=O)N2CC(=O)Nc3ccccc32)nc2scc(-c3ccccc3)c2c1=O	-5%
Cc1c(NC(=O)c2nn3c(C(F)(F)F)c4c(nc3c2Cl)-c2ccccc2CC4)c(=O)n(-c2ccccc2)n1C	-10%
CCc1c(O)nc(SC2CC(=O)N(c3ccccc3)C2=O)[nH]c1=O (stereo not given)	-8%
Cc1ccc2nc(NC(=O)CSc3nc4ccccc4o3)sc2c1	-6%
COC(=O)c1c(C)[nH]c(C(=O)C(C)Sc2nnc(-c3cc(OC)c(OC)c(OC)c3)o2)c1C (stereo not given)	3%
N#Cc1c(NC(=O)C2CC(c3ccccc3Cl)=NO2)sc2c1CCC2 (stereo not given)	-7%
CCOC(=O)c1sc(=S)n(-c2cccc(OC)c2)c1N	-6%
CCCCNCCCOc1cccc(Cl)c1Cl	-17%
O=C1OCCC1Sc1nc2cc(Cl)ccc2s1 (stereo not given)	-1%
CC1CC(C)CN(Cc2nc(N)nc(Nc3ccccc3)n2)C1 (stereo not given)	-8%
COc1ccc(-n2nc([N+](=O)[O-])c(=NCCc3ccc(Cl)cc3)n2O)cc1	-21%
Cc1noc(NS(=O)(=O)c2ccc(N/C=C/C(=O)c3ccc4c(c3)OCO4)cc2)c1C	-19%
CCN(c1ccc(NC(=O)CSc2nnc3nc(C)cc(C)n23)cc1)C(C)C	-5%
CC(C)(C)n1nc2c(c1NC(=O)c1cccs1)CS(=O)C2 (stereo not given)	-9%
CC(Sc1nnc(Cc2cccs2)n1C1CCCCC1)C(=O)NCc1ccco1 (stereo not given)	-11%
CN1CCN(C(=O)C2CCCCC2C(=O)O)CC1 (stereo not given)	2%
CN1C2=C(C#N)C(c3ccccc3)(C(F)(F)F)NC(=O)N2c2ccccc21 (stereo not given)	-13%

Reprinted at random: 2 compounds from above.
SMILES	mouse EphA4 binding
COc1ccc(-c2[nH]ncc2/C=C(\C#N)C(=O)NC2CC2)cc1	0%
CCc1c(O)nc(SC2CC(=O)N(c3ccccc3)C2=O)[nH]c1=O (stereo not given)	-8%

Molecules from the list above that have a cyano group, in the order listed:
SMILES	mouse EphA4 binding
COc1ccc(-c2[nH]ncc2/C=C(\C#N)C(=O)NC2CC2)cc1	0%
N#Cc1c(NC(=O)C2CC(c3ccccc3Cl)=NO2)sc2c1CCC2 (stereo not given)	-7%
CN1C2=C(C#N)C(c3ccccc3)(C(F)(F)F)NC(=O)N2c2ccccc21 (stereo not given)	-13%

Remaining list, next part:
SMILES	mouse EphA4 binding
CN(C(=O)C1CCOC1)c1nnc(C2CCOC2)s1 (stereo not given)	-16%
O=C(Nc1ccc2c(c1)OCO2)C(=O)Nc1ccc2c(c1)OCO2	-2%
NC1=NC2(CCCCCC2)n2c(nc3ccccc32)N1	-16%
O=c1oc2c(CN3CCOCC3)c(O)ccc2cc1-c1nc2ccccc2[nH]1	4%
CCOC(=O)C(NCc1ccccc1OC)(NC(=O)CC)C(F)(F)F (stereo not given)	-14%
O=C1OC(Nc2ccc(Br)cn2)c2ccccc21 (stereo not given)	5%
O=C(O)c1cc(S(=O)(=O)NCC2CCCO2)ccc1Cl (stereo not given)	-9%
Cc1oc(-c2ccccc2F)nc1CN1CCC(C(=O)NCCC2=CCCCC2)CC1	-9%
CC1=C(C(=O)OC(C)C)C(c2ccc(Cl)c(Cl)c2)N2C(=O)CCSC2=N1 (stereo not given)	9%
O=C(/C=C/c1ccc(F)cc1)Nc1ccccc1[N+](=O)[O-]	-6%
CCOC(=O)N1CCN(CCC(=O)Nc2cccc(Br)c2)CC1	0%&4%
CSc1nc2cc(Cl)ccc2s1	3%
CCOC(=O)N1CCN(Cc2c(F)cccc2F)CC1	-7%
CCN1CCCC1CNC(=O)C(NC(=O)C1CCC(C)CC1)C(C)C (stereo not given)	4%
O=C(CSc1nn(-c2ccc(F)cc2)c(=S)s1)N1CCN(C(=O)c2ccco2)CC1	-1%
CCCCCCOC(=O)c1ccccc1NC(=O)/C=C/C(=O)O	15%
CN(C)C(=O)c1c(NC(=O)c2ccco2)sc2c1CCCCC2	8%
Cc1nc2nc[nH]c2cc1Br	-5%
CC(C)c1ccc(/C=C2\SC(=Nc3ccc(F)cc3)NC2=O)cc1	2%
C=CCNc1nnc(-c2ccncc2)s1	-8%
CCCC(C(=O)NC1CCCC1)N(C(=O)Cn1nnc(-c2ccc(C)o2)n1)C1CCCC1 (stereo not given)	-8%
CCOC(=O)CCCN1C(=O)/C(=C\c2cccs2)SC1=S	12%
CCCc1cc(=O)[nH]c(SCC(=O)CSc2nc(CCC)cc(=O)[nH]2)n1	-13%
CCCCn1c(SCC(=O)Nc2nnc(CC)s2)nc2c1c(=O)n(C)c(=O)n2C	-16%
Cc1c(C#N)c2ncnc(N)c2n1-c1ccccc1	-5%
SMILES	mouse EphA4 binding
CCc1ccc2c(c1)/C(=N/N(C)C(=S)NC)C(=O)N2	-17%
COc1cc(C(=O)Nc2ncc(Cc3cccc(Cl)c3)s2)cc(OC)c1OC	4%
CCOc1ccc(N2C(=O)CC(N3CCOCC3)C2=O)cc1 (stereo not given)	9%
Cc1cccc(-c2nc3cc(NC(=O)c4cccc(Cl)c4Cl)ccc3o2)c1	-1%
Clc1ccc(CCNc2nc3ccccc3n3nnnc23)cc1	-12%
CCOC(=O)c1cnc2cc(-c3ccc(C)cc3)nn2c1-c1ccccc1	4%
COc1ccccc1C(=O)NCCc1nc2ccccc2n1C	-6%
Cc1ccc(C)c(COc2ccc3ccc(=O)oc3c2)c1	-3%
CCCc1cc(-c2nc(-c3ccc(Cl)cc3)cs2)ccn1	-6%
CCCS(=O)(=O)N1CCC(C(=O)NC2CCC(C)CC2)CC1 (stereo not given)	8%
C(=N\n1cnnc1)/c1ccc(OCc2ccccc2)cc1	-2%
COc1ccccc1C1C(C#N)=C(N)Oc2cc(C)n(Cc3ccccn3)c(=O)c21 (stereo not given)	5%
O=c1c2c(-c3ccco3)csc2nc(SCc2cn3cccnc3n2)n1-c1ccccc1	0%
COc1ccc2[nH]c3nc(SCC(=O)NNC(=O)c4ccc(OC)c(OC)c4)nnc3c2c1	-14%
Cc1ccc(S(=O)(=O)N2CCN(C(=O)CSc3nnc(C)c(=O)[nH]3)CC2)cc1	-18%
Cc1ccc(OCc2nnc(NC(=O)c3ccccc3)s2)c(C)c1	-11%
Cc1ccc(CS(=O)(=O)CCC(=O)NCCC(C)C)cc1	-2%
O=C(c1ccc2c3c(cccc13)CC2)N1CCOCC1	21%
Cc1ccc(S(=O)(=O)N2CCN(C3CC4CCC3C4)CC2)cc1 (stereo not given)	3%
CC1(C)CC(=O)C2=C(C1)OC(N)=C(C#N)C2c1ccc(OC(=O)N2CCOCC2)cc1 (stereo not given)	-12%
CCOC(=O)N1CCC(n2c(SCC(=O)Nc3nccs3)nc3ccsc3c2=O)CC1	7%
O=C(NCc1ccc(F)cc1)C1CCN(S(=O)(=O)N2CCCCC2)CC1	-5%
Cc1ccc2c(c1)sc1nc(=O)n(-c3ccc(Cl)cc3)c(=O)n12	-12%
Cc1cc(Nc2ccc(Cl)cc2)nc(N)n1	-10%
Cc1ccc(CN2C(=O)CCC2C(=O)NC(C)C)cc1 (stereo not given)	-2%

In the list so far, 3 contain a COOH group:
SMILES	mouse EphA4 binding
CN1CCN(C(=O)C2CCCCC2C(=O)O)CC1 (stereo not given)	2%
O=C(O)c1cc(S(=O)(=O)NCC2CCCO2)ccc1Cl (stereo not given)	-9%
CCCCCCOC(=O)c1ccccc1NC(=O)/C=C/C(=O)O	15%

Further entries follow.
SMILES	mouse EphA4 binding
Cc1ccc(OC(=O)N2CCOCC2)cc1	-1%
CCC(=O)Nc1sc2c(c1C(=O)Nc1ccc(OC)cc1)CCCCC2	6%
CCCn1c(SCC(=O)NCc2ccccc2)nnc1-c1ccncc1	0%
CCc1nn(C)c(-c2n[nH]c(=S)n2N)c1Cl	-10%
COc1ccc([N+](=O)[O-])cc1NC(=S)Nc1ccccc1	-8%
COc1ncnc2c1oc1nc(CC(C)C)c3c(c12)CC(C)(C)OC3	-12%
C=CCN1C(=O)/C(=N/n2cnnc2)c2ccccc21	8%
CCSc1nnc(-c2cccnc2)n1-c1ccc(C)c(Cl)c1	-7%
O=C(NCc1ccco1)c1cc(-c2ccccn2)nc2ccccc12	1%
CCOC(=O)C1(N(CC)CC)Sc2cc(C)ccc2NC1=O (stereo not given)	6%
Cc1nc2nc(-c3ccc(Cl)cc3)nn2c(C)c1Cl	-3%
CN1C(=O)N(C)C2C1N(C)S(=O)(=O)N2C (stereo not given)	-7%
O=C(Nc1cccnc1N1CCOCC1)c1cc2ccccc2oc1=O	-15%
CCc1ccc(NC(=O)c2cnc3n(c2=O)CCS3)cc1	-48%
C/C(Cn1nc([N+](=O)[O-])cc1C)=N\NC(=O)c1cccc(Br)c1	0%
NC1=NC(=O)/C(=C/c2cccs2)S1	16%
CCN(CCCNC(=O)c1cn(CC)c2ccc(S(=O)(=O)N(C)C)cc2c1=O)c1cccc(C)c1	0%
CCOc1cc(/C=C2\N=C(C)OC2=O)cc(Br)c1OCC(=O)OC	-5%
COc1ccc(-n2nccc2-c2nn(-c3cccc(OC)c3)c(=O)n(C)c2=O)cc1	-14%
CCn1c(CSc2ncccn2)nnc1SCC(=O)N1CCc2ccccc21	-6%
O=C(O)C1C2C=CC3(CN(CC(O)COc4ccccc4)C(=O)C13)O2 (stereo not given)	-1%
O=[N+]([O-])c1ccc(-n2ncnc2-c2ccc(Br)cc2)c(Cl)c1	0%
CN(C(=O)c1cccnc1)c1nnc(-c2cccnc2)s1	-10%
c1ccc(OCCOCCSc2ncccn2)cc1	-5%
CCn1c(SCC(=O)OC(C)C)nnc1-c1cccc(Cl)c1	-14%
SMILES	mouse EphA4 binding
CCCc1nc2oc3c(NCCN4CCOCC4)ncnc3c2c2c1CCCC2	-9%
CC(C)(C)c1cccc(Oc2nn[nH]n2)c1	-11%
O=C(C1CCCN(Cc2ccccc2)C1)N1CCCCC1 (stereo not given)	4%
N#Cc1ccc(OCC(=O)NCCc2ccccn2)cc1	-6%
N#CCCCSc1nnc(CSc2nc3ccccc3s2)n1-c1ccccc1	-18%
N#Cc1ccc(C(c2nnnn2C2CCCC2)N2CCC(Cc3ccccc3)CC2)cc1 (stereo not given)	-3%
Cc1nc2nc(C)c(CCC(=O)N3CCc4ccccc43)c(C)n2n1	0%
COc1ccc2[nH]c(=O)c(CN(C(C)=O)c3cccc(C)c3)cc2c1	1%
COc1cccc(CNCCNC(=O)c2ccco2)c1OC	0%
NC(=O)CSc1nnc(COc2ccccc2)n1CCc1ccccc1	-1%
CC1(C)CC(=O)C2=C(C1)N(CC1CCCO1)C(=O)C2(O)C(F)(F)F (stereo not given)	-1%
Cc1ccc(N2C(=O)c3ccc(C(=O)Nc4ccc(O)cc4)cc3C2=O)cc1C	-5%
NNC(=O)c1nc(-c2ccccc2)n2c1CCCCC2	-9%
O=C(NNC(=O)c1ccccc1-n1cccc1)c1ccc(Cl)c(Cl)c1	-11%
Cc1ccc(-c2cc(C(F)F)n3ncc(C(=O)Nc4ccc(S(=O)(=O)Nc5ccccc5C)cc4)c3n2)cc1	-9%
COc1cccc2cc(NC(=O)C3CCCCC3)c(=O)oc12	-7%
COC(=O)c1ccc(Oc2c(C)oc3c(CN4CCN(C)CC4)c(O)ccc3c2=O)cc1	10%
O=C(O)c1cc(S(=O)(=O)N2CCCCCC2)ccc1Cl	-5%
Cc1ccc(C2=CC(c3cccs3)n3nnnc3N2)cc1 (stereo not given)	9%
CSc1ccc(S(=O)(=O)N(CC(=O)Nc2ccc(Cl)cc2)c2ccc(C)cc2)cc1	4%
Cn1c2c(c(=O)n(C)c1=O)C(NC(=O)c1ccco1)(C(F)(F)F)C(=O)N2 (stereo not given)	0%
COc1cccc(NC(=O)C2CC(=O)n3cnnc3S2)c1 (stereo not given)	-10%
O=C1CCCC2=C1C(c1ccsc1)CC(=O)N2c1nnc(SCc2ccccc2)s1 (stereo not given)	-6%
Cc1cc2c(cc1C)NC(c1c(F)cccc1F)C1=C(CC(C)(C)CC1=O)N2 (stereo not given)	-5%
O=C(Nc1ccc2snnc2c1)N1CCSCC1	-7%

Part of the list above in another layout.
smiles,mouse EphA4 binding
C/C(Cn1nc([N+](=O)[O-])cc1C)=N\NC(=O)c1cccc(Br)c1,0%
CN(C)C(=O)c1c(NC(=O)c2ccco2)sc2c1CCCCC2,8%
CCCc1cc(-c2nc(-c3ccc(Cl)cc3)cs2)ccn1,-6%

Following part:
SMILES	mouse EphA4 binding
COc1ccccc1N=c1oc2cc(O)ccc2cc1C(N)=O	-1%
CCOC(=O)C1=C(OCc2ccc(Cl)cc2)C2C=C(C)C=CC2N=C1 (stereo not given)	2%
O=c1oc2ccccc2cc1-c1nnc(NCc2ccco2)s1	-8%
COc1ccc(C(=O)N=c2nc3ccccn3s2)cc1	0%
Cc1cccc(NC(=O)CSc2nc(-c3ccccc3)c(C#N)c(=O)[nH]2)c1C	5%
O=C(Cc1c(O)c2ccccc2[nH]c1=O)NCc1ccccc1F	7%
O=C(CSc1nc2ccccc2c(=O)[nH]1)Nc1ccc(S(=O)(=O)N2CCCC2)cc1	5%
COc1ccc(Nc2nc(NC(C)(C)C)nc(N3CCCC3)n2)c(OC)c1	-1%
O=C1NN(c2ccccc2)C(=O)/C1=C/c1cccc(Cl)c1Cl	7%
O=C(CSCc1ccc(F)cc1)N1CCOCC1	-1%

Assay outcomes from PubChem.
